Bfl-1 Bim block: disrupts Bim binding to human Bfl-1. Bead-based flow cytometry, Bim-Bfl-1 binding inhibition. Q16548. 190,000 compounds, 0.12% hits. inhibition, % at 10 µM;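 also: 0% = wells without compound plus tracer and 100% = blocker peptide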
GSH fluor: GSH bead compound fluorescence profile; 190,000 compounds, 0.25% hits; GSH beads flow cytometry, compound fluorescence 488/530 nm; hits give high values; fluorescence (KMESF) at 10 µM; in the data active = fluorescence above about 89;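 also: glutathione beads carrying GST-tagged Bcl family fusion proteins plus one bare bead set; values are compound well signal with DMSO vehicle wells as background; inactives centre near 16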
Avidin bead fluor: avidin bead compound fluorescence profile | Avidin beads, compound fluorescence 488/530 nm, flow cytometry; hits give high values | fluorescence (KMESF) at 10 µM | 220,000 compounds, 0.38% hits; in the data active = fluorescence above about 47; also: inactives centre near 10
ABCB1 inh: inhibitors of human ABCB1 transporter, ABCG2 counter-screen | P08183 | CCRF-Adr cells, JC-1 efflux, flow cytometry | inhibition, % at 6.6 µM | 190,000 compounds, 0.067% hits | AID 1326; in the data active = inhibition above about 40%;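 also: 0% = vehicle and 100% = reference inhibitor; higher value means more JC-1 retained so stronger ABCB1 efflux block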
Target sequence (P08183 whole entry, looked up): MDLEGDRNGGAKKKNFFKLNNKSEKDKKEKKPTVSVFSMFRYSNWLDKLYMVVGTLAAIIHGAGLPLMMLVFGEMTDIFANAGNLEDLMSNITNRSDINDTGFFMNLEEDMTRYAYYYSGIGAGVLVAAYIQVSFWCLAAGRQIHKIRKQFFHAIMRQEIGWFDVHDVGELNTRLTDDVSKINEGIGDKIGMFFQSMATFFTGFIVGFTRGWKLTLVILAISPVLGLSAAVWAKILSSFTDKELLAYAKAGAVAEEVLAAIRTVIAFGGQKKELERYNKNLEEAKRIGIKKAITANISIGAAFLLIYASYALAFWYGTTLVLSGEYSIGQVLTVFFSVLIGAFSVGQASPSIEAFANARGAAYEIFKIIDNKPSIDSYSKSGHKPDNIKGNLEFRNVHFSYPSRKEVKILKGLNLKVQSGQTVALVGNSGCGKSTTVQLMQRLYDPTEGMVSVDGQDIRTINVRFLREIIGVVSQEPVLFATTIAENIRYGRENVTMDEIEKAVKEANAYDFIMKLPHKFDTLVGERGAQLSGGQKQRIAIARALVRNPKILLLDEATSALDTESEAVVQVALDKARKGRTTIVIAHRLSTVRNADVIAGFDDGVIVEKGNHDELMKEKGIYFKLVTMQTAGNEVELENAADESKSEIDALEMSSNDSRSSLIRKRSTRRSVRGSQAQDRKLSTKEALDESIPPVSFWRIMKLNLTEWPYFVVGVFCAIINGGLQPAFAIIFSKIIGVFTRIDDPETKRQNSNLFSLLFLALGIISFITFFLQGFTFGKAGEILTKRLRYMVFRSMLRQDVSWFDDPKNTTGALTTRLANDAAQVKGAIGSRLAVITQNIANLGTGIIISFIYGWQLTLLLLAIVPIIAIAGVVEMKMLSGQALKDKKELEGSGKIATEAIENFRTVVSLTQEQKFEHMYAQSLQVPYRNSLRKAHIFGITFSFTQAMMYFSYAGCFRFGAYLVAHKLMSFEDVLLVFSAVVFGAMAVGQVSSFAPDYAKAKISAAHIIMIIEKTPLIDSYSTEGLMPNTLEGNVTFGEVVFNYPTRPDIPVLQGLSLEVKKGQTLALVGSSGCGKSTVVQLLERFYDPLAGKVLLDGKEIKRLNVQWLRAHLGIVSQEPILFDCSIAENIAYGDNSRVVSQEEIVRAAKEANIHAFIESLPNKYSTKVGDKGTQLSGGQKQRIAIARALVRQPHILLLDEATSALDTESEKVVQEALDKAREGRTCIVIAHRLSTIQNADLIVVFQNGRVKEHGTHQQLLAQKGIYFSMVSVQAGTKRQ
Bcl-XL Bim block: disrupts Bim peptide binding to human Bcl-XL | Q07817 | bead flow cytometry, fluorescence | inhibition, % at 10 µM | 190,000 compounds, 0.04% hits | AID 1007
Bcl-W Bim block: human Bim-Bcl-W interaction inhibition | bead-based flow cytometry, Bim peptide-Bcl-W binding | inhibition, % at 10 µM | Q92843 | 190,000 compounds, 0.02% hits | AID 952;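 also: 0% = bound tracer without compound and 100% = peptide blocker; higher means less fluorescent Bim peptide bound to Bcl-W beads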
ABCG2 block: inhibitors of human ABCG2 transporter, ABCB1 counter-screen | IgMXP3 cells, JC-1 efflux, flow cytometry | inhibition, % at 6.6 µM | 190,000 compounds, 0.1% hits;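 active = inhibition above 80%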;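 also: 0% = DMSO and 100% = nicardipine control wells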
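Times: 10 min at 25 °C | Test system: Two drug-resistant human cell lines, ABCG2 and ABCB1 | Quantity: 3 million cells/mL final, two lines in 1:1 ratio | Signal: Flow cytometry, 530 nm JC-1 signal | Dosing: Compound at 6.6 µM | Controls: Nicardipine and DMSO wells | Reagent: JC-1 as fluorescent efflux pump substrate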
RGS7-Gao reg: modulates binding of RGS7 to human Galphao; 220,000 compounds, 0.35% hits; Multiplexed bead flow cytometry; actives lie on both sides; P09471; binding response (% of control), % at 10 µM; in the data active = binding response below about 49% or above about 150%; inconclusive = no clear call, values can overlap the other calls; inactive = in between;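 also: fluorescent Galphao held in activated GDP-AlF4 state binding bead-coupled RGS7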
Bim-Bcl-B: disrupts Bim peptide binding to human Bcl-B | AID 951 | bead-based flow cytometry | Q9HD36 | 190,000 compounds, 0.073% hits | inhibition, % at 10 µM;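 also: 0% = tracer peptide without compound and 100% = reference inhibitor peptide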
RGS4-Gao reg: modulates binding of RGS4 to human Galphao; Multiplexed bead flow cytometry; actives lie on both sides; binding response (% of control), % at 10 µM; 220,000 compounds, 0.33% hits; in the data active = binding response below about 49% or above about 150%; inactive = in between;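 also: fluorescent Galphao activated with aluminum fluoride binding bead-coupled RGS4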
Bcl-2 Bim block: human Bim-Bcl-2 interaction inhibition. Bead-based flow cytometry, Bim peptide-Bcl-2 binding. P10415. 190,000 compounds, 0.06% hits. inhibition, % at 10 µM; in the data active = inhibition above about 40%; inconclusive = no clear call, values can overlap the other calls;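 also: 0% = no compound wells with probe peptide and 100% = reference peptide inhibitor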
The depositor's hits bear a star; ? = inconclusive; / = not tested or not shown. Rule as the data show it, unless noted: active = inhibition above about 40%.

Each structure is followed by: Bfl-1 Bim block, GSH fluor, Avidin bead fluor, ABCB1 inh, Bcl-XL Bim block, Bcl-W Bim block, ABCG2 block, RGS7-Gao reg, Bim-Bcl-B, RGS4-Gao reg, Bcl-2 Bim block
[1] O=C(Nc1ccc2c(c1)C(=O)OC2)Nc1cccc2ccccc12
  -4, 12, 11, 1.4, -5, 0, 16, ?, -6, 98, -1
[2] C=CCn1c(SCC(=O)Nc2ccc(-c3nc4ccc(C)cc4s3)cc2)nnc1-c1ccccc1
  6, 8, 8, -0.4, 0, 0, -4, 93, 2, 98, 2
[3] CC(C)(C)OCC(NC(=O)C(CC(N)=O)NC(=O)OC(C)(C)C)C(=O)OC(C)(C)C (stereo not given)
  -23, 25, 38, 1.9, -11, -6, 33, 102, -14, 101, -12
[4] O=C(COC(=O)c1cc(-c2cccs2)nn1-c1ccccc1)Nc1ccc(Cl)c([N+](=O)[O-])c1
  -7, 18, 3, 1.5, -7, -4, 16, 95, -4, 97, -8
[5] CCN(c1ccccc1)S(=O)(=O)c1ccc2[nH]c(=O)[nH]c2c1
  -4, 10, 10, -0.3, 0, -1, -1, 93, -1, 98, 0
[6] O=C(O)CCC(=O)N1CCc2cc(S(=O)(=O)N3CCN(c4ccc(F)cc4)CC3)ccc21
  -13, 19, 26, -2.3, -2, 0, -3, 117, -8, 101, -8
[7] O=C(COC(=O)c1ccc(NS(=O)(=O)c2cccs2)cc1)NCC1CCCO1 (stereo not given)
  -5, 17, 9, 0.3, -1, -2, 5, ?, -4, 93, -1
[8] CCCCC1CC1C(=O)Nc1ncc2c(n1)CC(C)(C)CC2=O (stereo not given)
  -2, 35, 7, 1.4, -2, 0, 29, 97, -1, 98, -2
[9] CC1CCN(c2c(NCc3ccc(C(=O)N4c5ccccc5CC4C)cc3)c(=O)c2=O)CC1 (stereo not given)
  0, 14, 17, 0.2, -6, -3, 4, 98, -1, 101, 0
[10] CCN(c1ccccc1)S(=O)(=O)c1cc(NC(=O)Nc2ccccc2C#N)ccc1Cl
  -15, 18, 7, 1.8, -10, -5, 6, 101, -9, 102, -10
[11] O=c1n(S(=O)(=O)c2cccc3cccnc23)c2ccccc2n1S(=O)(=O)c1cccc2cccnc12
  9, 23, 30, -1.7, -2, -4, -7, 100, 0, 99, 0
[12] C/C(=N/NC(=S)Nc1cccc(C)c1)c1cccc([N+](=O)[O-])c1
  -1, 13, 9, -0.4, -1, -3, 9, 92, 1, 96, -1
[13] C=CCn1c(-c2ccc(Cl)cc2)cnc1SC(C)C(=O)NC(N)=O (stereo not given)
  -6, 13, 10, -1.4, -2, -3, 5, 100, -11, 102, -3
[14] CC(CCc1ccccc1)NC(=O)c1nnc(Cc2ccc(Cl)cc2)o1 (stereo not given)
  -8, 25, 6, 1.6, 0, 4, 6, 98, -6, 102, -4
[15] COc1ccc(NC(=O)CC2C(=O)N(C)C(=S)N2Cc2ccncc2)cc1 (stereo not given)
  4, 15, 10, 0.9, 3, 0, 6, ?, 2, 104, 0
[16] CC(=O)Nc1ccc(NC2=CC(=O)CC(C)(C)C2)cc1
  -16, 29, 11, 0.4, -30, -2, 2, 100, -12, 99, -12
[17] Cc1noc(C)c1COC(=O)c1ccc2c(c1)OCCO2
  -1, 25, 20, 1.2, 0, -2, 11, 101, 0, 102, -7
[18] CC1=C(C(=O)OC(C)C)C(c2c(O)ccc3ccccc23)NC(=O)N1 (stereo not given)
  -6, 20, 8, 0.8, 0, 0, 3, 104, -6, 104, -5
[19] O=C1C2CC=CCC2C(=O)N1Nc1ccccc1 (stereo not given)
  -6, 16, 10, 0.1, 0, -2, -1, ?, -4, 103, -4
[20] Cc1cc2cc3c(cc2nc1SCC(=O)N1c2ccccc2CC1C)OCO3 (stereo not given)
  0, 15, 5, 1.6, 1, 0, 18, 99, 2, 100, 0
[21] CCC(C)(C)C1CCC2(CC1)NC(=O)N(CC(=O)Nc1nc(-c3ccc(C)cc3)cs1)C2=O (stereo not given)
  0, 20, 12, -0.2, -3, -3, -1, 102, -2, 100, 1
[22] Cc1ccc(-c2nc(C=Nc3cccc(C)c3)c(O)o2)cc1
  -7, 15, 6, -0.2, -4, -4, 4, 103, -6, 100, -4
[23] CS(=O)(=O)N1CCC(C(=O)NCC2CCCO2)CC1 (stereo not given)
  -1, 12, 10, 0.4, 0, 0, 1, 99, -2, 101, 0
[24] CC1(C)CC(=O)C2=C(C1)N(CCN1CCOCC1)C1=C(C(=O)CC(C)(C)C1)C2c1cccc(F)c1
  1, 20, 2, 0.5, -1, 0, 1, 99, 1, 97, 0
[25] CC(=O)N1N=C(c2ccc(Cl)cc2)OC1(C)C
  18, 15, 6, 0.2, 21, 15, 5, 100, 19, 97, 10
[26] CCN(CC)S(=O)(=O)c1cc(NC(=O)CN2CCN(c3ccccn3)CC2)ccc1C
  -10, 17, 9, 0.5, -3, -1, 0, 101, -3, 103, -2
[27] Fc1ccc(OCc2nn3c(Cn4nnc5ccccc54)nnc3s2)cc1
  8, 16, 22, 0.3, -5, -4, 1, 102, -10, 101, 0
[28] COc1cccc(/C=N/NC(=O)CN(CCc2ccccc2)S(=O)(=O)c2ccc(NC(C)=O)cc2)c1
  6, 12, 13, 0.1, 1, 2, 1, 97, 1, 80, 1
[29] COc1ccc(NC(=S)Nc2ccc(C)c(S(=O)(=O)N3CCCCC3)c2)cc1
  -2, 8, 23, -0.4, -6, -2, -3, 111, -9, 102, -5
[30] FC(F)(F)c1ccc(Oc2ccc3ccccc3c2Br)nc1
  -6, 21, 8, -0.3, -9, -6, 0, 102, -8, 102, -5

Entries by screen from the entries so far.
Bim-Bcl-B, entries 7–12: -4, -1, -1, -9, 0, 1
RGS7-Gao reg, entries 7–12: ?, 97, 98, 101, 100, 92

The list goes on:
Each structure is followed by: Bfl-1 Bim block, GSH fluor, Avidin bead fluor, ABCB1 inh, Bcl-XL Bim block, Bcl-W Bim block, ABCG2 block, RGS7-Gao reg, Bim-Bcl-B, RGS4-Gao reg, Bcl-2 Bim block
[31] O=c1[nH]c(=O)c2nc(-c3ccc(Cl)cc3)cnc2[nH]1
  -2, 8, 8, -0.5, 0, 0, 5, 99, -1, 102, 0
[32] CC1CCCN(CC(=O)Nc2ccc(S(=O)(=O)N3CCCCC3)cc2)C1 (stereo not given)
  -24, 24, 36, 0.9, -9, -6, 13, 101, -11, 96, -12
[33] Cc1ccc2nc(SCC(=O)NCc3ccco3)c(C#N)cc2c1
  -11, 30, 5, 0.2, -6, -4, 2, 103, -8, 102, -8
[34] CCC1CCC2(CC1)NC(CO)(CO)CO2 (stereo not given)
  -3, 23, 26, 0.0, -3, -4, 1, 119, -1, 115, -3
[35] CC12CCC(C(=O)NCc3ccccc3)(OC1=O)C2(C)C (stereo not given)
  -12, 33, 24, 2.0, -3, -1, -7, 102, -7, 102, -5
[36] c1ccc(NC2=Nc3ccccc3CC2)cc1
  1, 14, 14, 0.3, -1, 1, 1, 105, -1, 98, 1
[37] COc1cc(O)ccc1/C=N/NC(=O)c1ccc([N+](=O)[O-])cc1
  0, 11, 11, -0.1, 1, 0, 2, ?, 1, 103, 0
[38] CCCCCCC1CC(/C(C)=N\NC(N)=O)OC1=O (stereo not given)
  0, 25, 5, 0.6, -2, 0, 4, 104, -2, 106, -1
[39] CCN(C(=O)CSc1nnc(C)n1Cc1ccccc1)C1CCS(=O)(=O)C1 (stereo not given)
  -3, 25, 11, 0.4, 0, 1, 0, 103, -6, 99, -1
[40] CC(C)NC(=S)N/N=C1\CCCc2ccccc21
  -4, 17, 9, 0.8, -7, -5, 21, ?, -7, 88, -5
[41] Cc1ccc(S(=O)(=O)N(CC(=O)O)Cc2ccccc2F)cc1
  -13, 22, 12, 0.6, 2, 3, 2, 102, 0, 103, -10
[42] Cc1cc(OCC(=O)O/N=C(\N)c2ccccc2)ccc1Br
  1, 9, 3, 0.0, -1, 0, 1, 99, -3, 96, 1
[43] COc1ccccc1/C=C1\SC(=S)N(CCC(=O)NC2=NCCS2)C1=O
  0, 5, 11, -0.1, -6, -4, 10, 109, -8, 104, 0
[44] O=S(=O)(NCC1CCCO1)c1cccc2nsnc12 (stereo not given)
  -10, 28, 15, 2.7, -1, 2, 0, 100, -4, 96, -6
[45] CCOC(=O)Cn1c(=O)oc2cc(S(=O)(=O)Nc3cc(OCC)ccc3OCC)ccc21
  -2, 13, /, 0.6, -4, -4, 3, 92, 0, 96, -4
[46] C/C(=N\NC(=O)c1cc2c(s1)CCC(C)C2)c1ccncc1 (stereo not given)
  1, 7, 12, 6.4, -1, -1, 12, 102, -5, 100, 2
[47] O=C(Nc1ccccc1C(=O)OCc1nnc(-c2ccccc2)o1)c1ccco1
  -8, 25, 14, 0.1, -2, -1, 5, 101, -8, 104, -10
[48] CCOc1cc(C#N)c(NC(=O)c2cccnc2)cc1OCC
  -2, 18, 7, -0.1, 0, -2, 1, 99, -4, 99, -6
[49] CCOc1ccc(Nc2ncnc(N)n2)cc1
  -11, 5, 6, 0.1, -4, 0, 1, 102, -7, 101, -6
[50] COc1ccc(OCC(=O)OCC(=O)Nc2ccc(S(=O)(=O)N3CCCCC3)cc2)cc1
  -3, 5, 8, 0.0, -5, -1, 0, 95, -2, 96, -1
[51] CCOC(=O)c1c(C)nc2sc3c(=O)n(-c4ccc(C(C)=O)cc4)nnc3c2c1-c1ccc(OC)cc1
  0, 25, 3, -0.2, -1, 0, 0, 104, 0, 100, 4
[52] Cc1cc(C)c(C)c(C(=O)C2OC(=O)C(C)(C)C(=O)C2(C)C)c1C (stereo not given)
  -1, 14, 14, -0.9, -10, -7, 1, 97, -10, 101, -6

Some values from above:
CCN(C(=O)CSc1nnc(C)n1Cc1ccccc1)C1CCS(=O)(=O)C1 (stereo not given) | Bim-Bcl-B = -6
COc1cc(O)ccc1/C=N/NC(=O)c1ccc([N+](=O)[O-])cc1 | ABCG2 block = 2
O=C(Nc1ccc2c(c1)C(=O)OC2)Nc1cccc2ccccc12 | RGS4-Gao reg = 98
CCN(c1ccccc1)S(=O)(=O)c1ccc2[nH]c(=O)[nH]c2c1 | Bim-Bcl-B = -1
CC(CCc1ccccc1)NC(=O)c1nnc(Cc2ccc(Cl)cc2)o1 (stereo not given) | RGS7-Gao reg = 98

From PubChem
